High-throughput results: PubChem BioAssay, National Center for Advancing Translational Sciences (NCATS)
N370S GC mod – inhibitors or activators of N370S glucocerebrosidase for Gaucher disease; 0.092% of 330,000 active; N370S GC spleen homogenate, 4MU-glucoside fluorescence; Potency, µM (highest dose often 59.4 µM), for the others: at the highest dose activity change, negative = inhibition, actives largely listed as inhibitors; P04062; AID 2101; active = well fitted inhibition curve with a large enough effect; inconclusive = small, poorly fitted or top-dose-only effect, or effect the other way, or another doubt; inactive = no such curve, though single readings can be large or run the other way;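 also: 0% = full enzyme activity and -100% = no enzyme basal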
* hit, by the source's call; u = inconclusive; & = joins results of further samples; [ ] = another dose, or the depositor's remark. Potency is read from the fitted curve at half-maximal effect.

Sample of the layout, three compounds:
Compound | N370S GC mod
CCN1C(=NCc2cc(OC)c(OC)c(OC)c2)N[C@@H](c2ccccc2)[C@H](C(=O)OC)[C@H]1C | -8%&1%
COc1cc2nc(CN3CCN(c4ncc(C(F)(F)F)cc4Cl)CC3)[nH]c(=O)c2cc1OC | 12%
O=C(CC(c1ccccc1)c1ccco1)N1CCCCC1 (stereo not given) | 5%

All compounds of this part, previewed entries included:
Compound | N370S GC mod
CCN1C(=NCc2cc(OC)c(OC)c(OC)c2)N[C@@H](c2ccccc2)[C@H](C(=O)OC)[C@H]1C | -8%&1%
COc1cc2nc(CN3CCN(c4ncc(C(F)(F)F)cc4Cl)CC3)[nH]c(=O)c2cc1OC | 12%
O=C(CC(c1ccccc1)c1ccco1)N1CCCCC1 (stereo not given) | 5%
COc1cc(CNCCN2CCOCC2)ccc1OCc1c(Cl)cccc1Cl | -15%
Cc1cc(=O)oc2cc(NC(=O)C(CCCCN)NC(=O)C(CC3CCCCC3)NC(=O)OCC3c4ccccc4-c4ccccc43)ccc12 (stereo not given) | -6%
COC(=O)NC(CC(C)=O)c1ccc2c(c1)OCO2 (stereo not given) | -5%[12.8 µM]
O=S(=O)(c1ccc(F)cc1)N1CCCc2ccccc21 | 6%
CNC(=O)/C(=N\O)c1ccccc1 | -15%
COC(=O)C1=C(C)N(Cc2ccccc2)C(=S)N[C@H]1CCc1ccccc1 | -15%
Cc1sc2nc(-c3ccccc3)[nH]c(=O)c2c1-c1ccccc1 | -2%
COC(=O)NC(c1ccco1)[C@]1(C(C)=O)CCCC1=O (stereo not given in full) | 9%[12.8 µM]
COC1C(O)COC1/C=C/c1ccccc1 (stereo not given) | -9%[12.8 µM]
O=C(NC1CCCCC1)NC1CC2CCC(C1)N2C(=O)NCc1ccccc1 (stereo not given) | -2%
COc1ccc(/C=C/C(=O)OCC(=O)Nc2cc3oc4ccccc4c3cc2OC)cc1 | 3%
Cc1ccccc1OCC(=O)NCC(=O)N/N=C/c1cccc([N+](=O)[O-])c1 | 0%
CC1(NC(=O)CC[N+](C)(C)CCO)CS(=O)(=O)CC1S(=O)(=O)[O-] (stereo not given) | -21%
Cc1ccc2oc(=O)c3c4cc(O)c(O)c(C)c4oc3c2c1 | -10%
Cc1ccc(C2/C(=C(\O)c3ccc4c(c3)OCCO4)C(=O)C(=O)N2CCCN(C)C)o1 (stereo not given) | 27%
Cc1ccc(-n2nc(C)c3c(=O)[nH]c(C(F)(F)F)nc32)cc1 | 3%
COCCNC(=O)C1(CC(C)C)C=CCN1C(C)=O (stereo not given) | -13%

Following part.
Compound | N370S GC mod
COC(=O)CNC(=O)[C@@]1(Cc2ccccc2)C=C[C@@H](C)N1C(=O)c1ccccc1 | -2%
O=C1CCCC=C1[C@H](O)CCCCBr | 15%[12.8 µM]
CN(C)CC[C@H](c1ccc(Br)cc1)c1ccccn1 | 1%[21.6 µM]
COc1cccc(-c2cc(=O)c3cc(NC(=O)c4ccc(C)cc4)ccc3[nH]2)c1 | 3%[89.1 µM]
OC[C@H]1O[C@@H](Oc2cc(O)cc(/C=C/c3ccc(O)cc3)c2)[C@H](O)[C@@H](O)[C@@H]1O | -4%
CCN(CC)c1ccc2cc(/C(N)=N/NC(=O)c3cccs3)c(=O)oc2c1 | 5%
O=C(NCCc1c[nH]c2ccccc12)[C@H]1C[C@@H]1[C@H](NP(=O)(c1ccccc1)c1ccccc1)c1ccccc1 | 10%
CO/N=C(\C(=O)N[C@@H]1C(=O)N2C(C(=O)O)=C(CSc3nc(=O)c(O)nn3C)CSC12)c1csc(N)n1 (stereo not given in full) | 4%
CCOC(=O)N/N=C1/C[C@@H](O)[C@@H](O)[C@@H]2[C@@H]3C(=O)N(Cc4ccccc4)C(=O)[C@H]3CC[C@@H]12 | -3%[12.8 µM]
COc1ccc2[nH]cc(C(O)CN3CCN(c4ccccc4)CC3)c2c1 (stereo not given) | -9%
Cn1c(SCC(=O)O)nnc1-c1ccc2ncccc2c1 | 18%
COc1cc(/C=C(\C#N)C(=O)Nc2cccc3ncccc23)ccc1O | 8%
CC(C)C[C@@H](CC(=O)N[C@@H](CCCN)CC(=O)N[C@@H]1CCNC[C@H]1C(=O)N[C@H](CC(=O)N[C@@H](CCC(=O)O)CC(=O)O)CC(C)C)NC(=O)[C@@H]1CNCC[C@H]1N | -11%
N#Cc1cc2c(=O)n3ccccc3nc2n(CCN2CCOCC2)c1=O | 9%
CCOc1cc(NC(=O)c2ccco2)c(OCC)cc1NC(=O)CCc1ccc(OC)cc1 | 3%
CCCc1nc2oc3c(N4CCNCC4)ncnc3c2c2c1CCCC2 | u
Cc1ccc(S(=O)(=O)N[C@H]2COC(=O)[C@@H](C)COC(=O)C/C=C\[C@H]2C)cc1 | -3%[12.8 µM]
COc1ccc(C2C=C(c3ccc(Cl)cc3)Nc3nc(NC(C)=O)nn32)cc1 (stereo not given) | 7%
Cc1cc(C)nc(N(C#N)S(=O)(=O)c2ccc(Br)cc2)n1 | 5%
NCCCCCCCCCCNCCCN | -1%

Pulled by compound from above:
Compound | N370S GC mod
CC(C)C[C@@H](CC(=O)N[C@@H](CCCN)CC(=O)N[C@@H]1CCNC[C@H]1C(=O)N[C@H](CC(=O)N[C@@H](CCC(=O)O)CC(=O)O)CC(C)C)NC(=O)[C@@H]1CNCC[C@H]1N | -11%
COc1cc(/C=C(\C#N)C(=O)Nc2cccc3ncccc23)ccc1O | 8%
COc1ccc(C2C=C(c3ccc(Cl)cc3)Nc3nc(NC(C)=O)nn32)cc1 (stereo not given) | 7%
Cn1c(SCC(=O)O)nnc1-c1ccc2ncccc2c1 | 18%
CCOc1cc(NC(=O)c2ccco2)c(OCC)cc1NC(=O)CCc1ccc(OC)cc1 | 3%
O=C1CCCC=C1[C@H](O)CCCCBr | 15%[12.8 µM]
Cc1ccc(S(=O)(=O)N[C@H]2COC(=O)[C@@H](C)COC(=O)C/C=C\[C@H]2C)cc1 | -3%[12.8 µM]

The list goes on.
Compound | N370S GC mod
C#C[C@]1(O)CC[C@@H]2[C@H]3CCC4=CCCC[C@@H]4[C@@H]3CC[C@@]21C | -1%[21.6 µM]
CCOC(=O)C1=C(c2ccccc2)NC(=S)NC1c1ccc(Cl)c([N+](=O)[O-])c1 (stereo not given) | 1%
CC(C)=NO[C@@H](C)CN1CCCc2nc(C)c(C)cc21 | 11%[12.8 µM]
C#CCCCO/N=C1/C[C@@H](O)[C@@H](O)[C@@H]2[C@@H]3C(=O)N([C@@H](C)c4ccccc4)C(=O)[C@H]3CC[C@@H]12 | -6%[12.8 µM]
COC(=O)[C@@]1(Cc2ccc(F)cc2)[C@H]2c3cc(C(=O)N(C)C)n(CCCNc4ccc(C(F)(F)F)cc4Cl)c3C[C@H]2CN1C(=O)c1ccccc1 | 6%
S=C(NC1CCCCC1)NC1CCCCC1 | -1%
Cc1cccc(C[C@H](C(=O)O)N2C(=O)c3ccc(C(=O)O)cc3C2=O)c1 | -3%
Cc1occc1C(=O)N=Nc1c(O)[nH]c2ccc(Br)cc12 | 2%
CCOc1ccccc1-c1nnc2n1N=C(c1ccc(OC)c(OC)c1)CS2 | -2%
CCCSc1nc(C)nc2c1c(=O)n(C)c(=O)n2C | -15%
CCN(C(=O)CN1CCCc2ccccc21)c1c(N)n(Cc2ccccc2)c(=O)[nH]c1=O | 2%
CC/C=C\C/C=C\C/C=C\C/C=C\C/C=C\C/C=C\CCC(=O)NCCO | -6%
O=C(Cc1cccs1)NC1C(=O)N2C(C(=O)[O-])=C(C[n+]3ccccc3)CSC12 (stereo not given) | 4%
NS(=O)(=O)c1ccc(CNC(=O)/C=C/c2c(Cl)cccc2Cl)cc1 | 18%
Cc1ccnc(NC(=O)CCC(=O)N(CC(=O)NC2CCCCC2)Cc2ccc3c(c2)OCO3)c1 | -1%
CC(C)(C)NC(=O)[C@@H]1CC[C@@H]2[C@@H]3CC[C@@H]4NC(=O)C=C[C@@]4(C)[C@H]3CC[C@]21C | -7%[21.6 µM]
CCN1CCN(Cc2nc3c(c(=O)n(C)c(=O)n3C)n2CCCc2ccccc2)CC1 | 20%
O=C(C1CCN(S(=O)(=O)c2cccc3cccnc23)CC1)N1CCN(C2CCCC2)CC1 | 9%
O=C(NCc1ccncc1)C(=O)NCC(c1ccccc1)c1ccccc1 | 22%
CC(C)C[C@H](NC(=O)[C@H](CCCCN)NC(=O)[C@H](CCC(N)=O)NC(=O)[C@H](Cc1cnc[nH]1)NC(=O)[C@H](Cc1cnc[nH]1)NC(=O)[C@@H](N)C(C)C)C(=O)N[C@H](C(=O)N[C@@H](Cc1ccccc1)C(=O)N[C@@H](Cc1ccccc1)C(=O)N[C@@H](C)C(=O)N[C@@H](CCC(=O)O)C(=O)N[C@@H](CC(=O)O)C(=O)N[C@H](C(=O)NCC(=O)N[C@@H](CO)C(=O)N[C@@H](CC(N)=O)C(=O)N[C@@H](CCCCN)C(=O)O)C(C)C)C(C)C | -5%

(continued)
SMILES | N370S GC mod
COc1ccc(C(c2nnnn2C2CCCCC2)N2CCN(c3ccccc3)CC2)cc1 (stereo not given) | 3%
C#CCOCCOCCOCCNc1nc(N2CCN(C(=O)[C@H](CCC(=O)O)n3cc(C(N)Cc4ccc(O)cc4)nn3)CC2)nc(N2CCN(C(=O)[C@H](Cc3ccc(O)cc3)n3cc(C(N)CC(C)C)nn3)CC2)n1 (stereo not given in full) | 2%
C[C@@](O)(/C=C/[C@H]1CC=CC(=O)O1)[C@@H](C[C@@H](O)\C=C/C=C\C=C\CO)OP(=O)(O)O | -10%[12.8 µM]
COCCNC(=O)[C@H](C)[C@@H]1C[C@@]1(C)[C@@H](NC(=O)OCc1ccccc1)c1ccccc1 | 2%
COC(=O)c1ccccc1S(=O)(=O)N1CCc2nc(-c3ccc(OC)cc3C)c3c(c2C1)CO[C@@H](c1ccccc1)C3 | -13%[12.8 µM]
C#CCOCCOCCOCCNc1nc(N2CCN(C(=O)[C@H]([C@@H](C)CC)n3cc([C@@H](N)Cc4ccc(O)cc4)nn3)CC2)nc(N2CCN(C(=O)[C@H](CCCCN)n3cc([C@@H](N)CO)nn3)CC2)n1 | -2%
COc1ccc(COC2OC[C@]3(C)[C@H]4C5=C(CN3C(=O)OC(C)(C)C)[C@H](C)C(CO)C(CO)C5CC[C@@H]24)cc1 (stereo not given in full) | -1%
CCOC(=O)c1ccc(NC(=O)c2c(O)c3ccccc3n(C)c2=O)cc1 | 12%
C#CCOCCOCCOCCNc1nc(N2CCN(C(=O)Cn3cc(CCCN=C(N)N)nn3)CC2)nc(N2CCN(C(=O)Cn3cc(CCCN=C(N)N)nn3)CC2)n1 | -1%
Cc1cc(C)n2cc(CSc3nnc(SCc4cn5c(C)cc(C)nc5n4)s3)nc2n1 | -22%
O=C1C2=CC[C@H]3C(=O)N(C[C@@H]4CCCO4)C(=O)[C@@H]3[C@@H]2[C@H](O)[C@@H]2O[C@H]12 | 8%[12.8 µM]
NC(=O)c1ccccc1C[C@H](C(=O)O)N1C(=O)c2ccc(C(=O)O)cc2C1=O | 4%
COc1ccccc1NC(=O)C1C2C=CC(O2)C1C(=O)O (stereo not given) | 3%
CC[C@H](C)[C@H](NC(=O)CNC(=O)[C@H](CCCNC(=N)N)NC(=O)[C@H](CO)NC(=O)[C@H](C)NC(=O)[C@H](Cc1ccc(O)cc1)NC(=O)[C@H](Cc1c[nH]c2ccccc12)NC(=O)[C@H](C)NC(=O)[C@@H]1CCCN1C(=O)[C@H](CC(N)=O)NC(=O)[C@@H](NC(=O)[C@H](CC(=O)O)NC(=O)[C@@H]1CCCN1C(=O)[C@@H](N)[C@@H](C)O)[C@@H](C)CC)C(=O)N[C@@H](CCCNC(=N)N)C(=O)N1CCC[C@H]1C(=O)N[C@H](C(=O)NCC(=O)N[C@@H](CCCNC(=N)N)C(=O)N[C@@H](Cc1ccccc1)C(N)=O)C(C)C | -1%
COCCNS(=O)(=O)c1cc(OC)c(Cl)cc1Cl | 0%
CCS(=O)(=O)N1CCN(C2CCC(c3ccccc3)CC2)CC1 (stereo not given) | 11%
CC#CCN1c2ccccc2[C@]23C[C@@H](C(=O)OC)N(S(=O)(=O)CCCC)C2=NC(C(=O)OC)=C(C(=O)OC)[C@H]13 | 8%[12.8 µM]
CC1=C(C(=O)OCc2ccccc2)C(C2CC2)NC(=O)N1CCCCCC(=O)O (stereo not given) | 0%
CCc1cccc2nc3c(c([Si](CC)(CC)CC)c12)Cn1c-3cccc1=O | u
Cc1ccc(C2CC(=O)c3cnc(N4CC(C)CC(C)C4)nc3C2)cc1 (stereo not given) | 7%
O=C(C1CCCCC1)N1CC(=O)N2CCc3ccccc3[C@@H]2C1 | 3%[21.6 µM]
Cc1cccc(CN2CCN(CCCc3ccccc3)CC2)c1 | 15%
Cc1ccn(C(=O)c2cc3ccccc3oc2=O)n1 | 9%
Cc1cc(C)nc(-n2nc(C)cc2NC(=O)c2ccc3c(c2)OCO3)n1 | -4%[2.35 µM]
COc1ccc(-c2nnc3n2N=C(c2ccc(OC)cc2OC)CS3)cc1 | 13%
Cc1ccc(OCC(=O)n2cnnc2N)c(C)c1 | 4%
C=CCn1cnc2c(c1=O)c1nc3ccccc3nc1n2-c1ccccc1 | -7%
O=C(O)c1ccc(-c2ccc(-c3ccccc3)cc2)s1 | u
CCCCc1nc2c(c3c1C[C@H](C)OC3)CN(C(=O)c1ccco1)CC2 | 6%[12.8 µM]
COc1ccc(C2Nc3ccccc3C(=O)N2Cc2ccccc2)cc1COc1ccc(Cl)cc1Cl (stereo not given) | u

Continued.
SMILES | N370S GC mod
COC(=O)[C@@]1(Cc2ccc(OC)cc2)[C@H]2c3cc(C(=O)N4CCCC4)n(Cc4cc(F)cc5c4OCOC5)c3C[C@H]2CN1C(=O)c1ccccc1 | -1%
COc1ccc(C(=O)Nc2nnc(CC(=O)N/N=C/c3ccc(O)cc3O)s2)cc1 | -1%
COc1ccc(O[C@H]2C=C[C@@H](c3ccccc3)O[C@H]2COC(=O)CC/C(C)=N/OCC[C@@H]2C=C[C@H](OC(C)=O)[C@H](COC(C)=O)O2)cc1 | 7%[12.8 µM]
COC(=O)C1=C(C)[C@@H](O)[C@@H](C)[C@](C)(c2cc(OC)c(C)c(OC)c2COc2ccccc2)O1 | 2%

Not all compounds are listed; rates above refer to the full screens.
